Assay outcomes: PubChem, PCMD
Ec RNAP inh: E. coli RNAP inhibitors, biochemical. DNA-directed RNA polymerase subunit beta (Escherichia coli (strain K12)), P0A8V2. E. coli RNA polymerase, fluorescence transcription assay. inhibition, %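 (tested at 10 µM)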. hit rate 0.2% among 62,000; in the data active means inhibition above about 20%;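 further: 0% = enzyme without compound and 100% = no enzyme blank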
Target sequence (P0A8V2 whole entry, looked up): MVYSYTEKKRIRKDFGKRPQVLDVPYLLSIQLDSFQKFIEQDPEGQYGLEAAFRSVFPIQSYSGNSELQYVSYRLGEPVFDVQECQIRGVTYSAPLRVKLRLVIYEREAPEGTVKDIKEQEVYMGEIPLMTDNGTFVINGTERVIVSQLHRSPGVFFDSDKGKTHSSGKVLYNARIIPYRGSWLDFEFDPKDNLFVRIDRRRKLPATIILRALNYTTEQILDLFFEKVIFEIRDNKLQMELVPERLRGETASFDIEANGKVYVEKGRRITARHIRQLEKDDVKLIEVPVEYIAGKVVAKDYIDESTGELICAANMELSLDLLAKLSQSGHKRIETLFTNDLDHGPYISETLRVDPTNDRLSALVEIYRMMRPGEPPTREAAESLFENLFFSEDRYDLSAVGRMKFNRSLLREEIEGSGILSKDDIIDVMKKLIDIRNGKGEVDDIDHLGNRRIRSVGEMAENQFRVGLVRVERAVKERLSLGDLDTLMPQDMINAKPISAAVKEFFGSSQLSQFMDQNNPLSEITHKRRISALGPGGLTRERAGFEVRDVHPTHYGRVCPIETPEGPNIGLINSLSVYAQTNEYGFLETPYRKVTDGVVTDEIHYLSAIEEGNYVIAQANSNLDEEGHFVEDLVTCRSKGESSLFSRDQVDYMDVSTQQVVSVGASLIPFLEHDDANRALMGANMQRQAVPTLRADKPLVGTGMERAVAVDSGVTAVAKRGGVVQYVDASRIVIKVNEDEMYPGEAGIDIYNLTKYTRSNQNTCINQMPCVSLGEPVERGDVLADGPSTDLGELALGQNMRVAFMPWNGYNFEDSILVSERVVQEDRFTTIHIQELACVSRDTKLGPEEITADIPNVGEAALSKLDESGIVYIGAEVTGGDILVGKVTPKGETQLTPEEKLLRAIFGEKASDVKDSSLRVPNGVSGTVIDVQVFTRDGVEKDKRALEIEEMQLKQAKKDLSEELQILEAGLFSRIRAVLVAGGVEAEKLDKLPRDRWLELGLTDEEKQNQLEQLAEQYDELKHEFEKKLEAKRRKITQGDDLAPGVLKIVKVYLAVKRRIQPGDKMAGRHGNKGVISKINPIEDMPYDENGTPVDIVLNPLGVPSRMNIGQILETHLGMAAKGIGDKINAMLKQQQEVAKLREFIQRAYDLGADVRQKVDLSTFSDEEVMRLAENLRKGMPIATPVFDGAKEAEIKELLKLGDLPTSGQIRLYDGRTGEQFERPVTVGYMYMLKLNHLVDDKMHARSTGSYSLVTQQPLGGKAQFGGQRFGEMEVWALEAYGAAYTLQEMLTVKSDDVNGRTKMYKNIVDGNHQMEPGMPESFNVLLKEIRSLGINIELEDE
AP ELISA ortho: alternative complement pathway inhibitors, primary screen, biochemical, ELISA, human serum, orthogonally pooled compounds. LPS-coated ELISA, C3 deposition; tested in compound mixtures. hit rate 0.08% among 62,000. AID 1235, 2008. inhibition, % at 5 µM;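 active means inhibition above 30% in each of the two pooled mixtures holding the compound, so the lower value exceeds 30%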;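 further: 0% = serum in Mg-EGTA without compound and 100% = EDTA serum blank; some compounds past the cut are filed as inactive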
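Test system – human serum alternative complement pathway, C3 deposition on LPS-coated wells · Buffer or medium – diluted human serum in Mg2+-EGTA GVB++ · Compound dosing – 5 µM each compound, pools of ten, 50 µM per pool · Schedule – 1 h serum-compound exposure at 37 °C · Measured by – Anti-C3 ELISA, OD 450 nm · Read-out basis – percent inhibition of C3 deposition onto LPS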
Cathepsin G inh: human cathepsin G inhibitors, primary screen, biochemical, pooled compound mixtures, AMC fluorescence; P08311; purified enzyme, AMC-tetrapeptide fluorescence; inhibition, % at 5 µM (by protocol); hit rate 0.2% among 62,000; AID 581, 2007;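 active means inhibition above 20% in each of the two mixture wells holding the compound; inactive means inhibition of 20% or less in either well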;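 further: 0% = enzyme control without mixture and 100% = blank lacking enzyme; strong numbers were not always called active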
FXIa inh mix: FXIa protease inhibitors in compound pools, primary screen, biochemical, 10-compound mixtures. inhibition, % at 5 µM. purified FXIa, fluorogenic substrate, pooled mixtures. hit rate 0.19% among 62,000; in the data active means inhibition above about 20%, passing the limit was not always enough;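 further: each value is inhibition by a whole ten-compound pool holding the compound; 0% = enzyme with no mixture and 100% = wells lacking enzyme; strong numbers were not always called active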
C1s inh: complement C1s protease inhibitors, primary screen, biochemical, 10-compound mixtures; Complement C1s subcomponent (Homo sapiens), P09871; purified C1s, fluorogenic AMC substrate, pooled mixtures; mean inhibition % of two 10-compound mixtures (stronger effect = higher value), % at 5 µM (by protocol); hit rate 0.16% among 62,000; AID 538, 2006;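 active means inhibition above 20% in each of the two 10-compound mixture wells holding the compound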;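 further: 0% = enzyme wells lacking compound mixture and 100% = no-enzyme blank wells; some compounds called inactive have numbers as strong as hits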
CatB inh: human cathepsin B inhibitors, primary screen, biochemical, fluorogenic substrate. purified cathepsin B, fluorescence. hit rate 0.1% among 63,000. inhibition, %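 (tested at 10 µM)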. P07858; in the data active means inhibition above about 21%;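 further: 0% = enzyme with no compound and 100% = no enzyme blank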
CatL inh: inhibitors of human cathepsin L, biochemical; purified cathepsin L, fluorogenic substrate, fluorescence; AID 460, 2006; Procathepsin L (Homo sapiens), P07711; hit rate 0.17% among 58,000; inhibition, %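 (tested at 10 µM)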; in the data active means inhibition above about 45%;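 further: 0% = enzyme with no compound and 100% = no enzyme blank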
CatS inh: inhibitors of human cathepsin S, biochemical, compound mixtures | P25774 | recombinant cathepsin S, AMC dipeptide fluorescence, pooled mixtures | inhibition, %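 (tested at 5 µM per compound within 10-compound mixtures)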 | hit rate 0.06% among 62,000 | AID 501, 2006; in the data active means inhibition above about 32%, passing the limit was not always enough;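 further: 0% = enzyme without compound and 100% = blank without enzyme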
CatB mixtures: cathepsin B inhibitors from pooled compounds, primary screen, biochemical, compound mixtures, AMC fluorescence. AID 488, 2006. inhibition, %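 (ten-compound pools at 5 µM per compound and 50 µM total)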. P07858. Purified cathepsin B, AMC dipeptide fluorescence. hit rate 0.06% among 62,000; in the data active means inhibition above about 22%, passing the limit was not always enough;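 further: 0% = enzyme without compound and 100% = no enzyme blank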
* marks the source's active call; other numbers are inactive results; . = no result given.

Ec RNAP inh | AP ELISA ortho | Cathepsin G inh | FXIa inh mix | C1s inh | CatB inh | CatL inh | CatS inh | CatB mixtures | structure
-2 | 3 | 3 | 8 | 4 | -2 | 5 | -6 | 0 | CC(NC(=O)OC(C)(C)C)C(=O)N1CCCC1C(=O)NC(Cc1ccccc1)C(N)=O (centres undefined)
0 | -3 | 8 | 0 | 0 | -3 | 11 | 11 | 2 | CCc1ccc(-c2nc(-c3ccncc3)no2)cc1
7 | 1 | -1 | 3 | 2 | 6 | 4 | 15 | 4 | Cc1cccc(N2CCN(C(=O)c3ccc(Cl)c(S(=O)(=O)NCc4ccco4)c3)CC2)c1C
5 | 9 | 7 | 6 | 12 | 1 | 8 | 1 | 5 | CS(=O)(=O)Nc1ccc(S(=O)(=O)Nc2nccs2)cc1
1 | 9 | 8 | 4 | 12 | 5 | 10 | -6 | 0 | CCOc1cc(C(=O)NC(C)c2ccncc2)cc(OCC)c1OCC (centres undefined)
10 | 10 | 3 | 8 | -3 | 3 | 4 | 22 | 15 | COc1ccc(-c2c(NC(C)=O)n(C)c3ccccc3c2=O)cc1
. | 8 | 2 | 8 | 5 | 2 | 15 | 3 | 6 | COCCOC(=O)c1c(C)n(C)c2ccc(OC(=O)C3CC3)cc12
4 | 1 | 9 | 3 | -25 | 4 | 12 | 7 | -1 | CCOc1ccccc1C(=O)Nc1ccccc1O
4 | 3 | -1 | 2 | 0 | 3 | -1 | -3 | 0 | CS(=O)(=O)N(Cc1ccc(C(=O)NCc2ccco2)cc1)c1ccccc1
7 | 27 | 7 | -2 | -8 | 5 | -1 | -5 | 5 | CCOC(=O)C1CCCN(C(=O)Cn2nc(CC)n3c(cc4sccc43)c2=O)C1 (centres undefined)
4 | 9 | 11 | 4 | 15 | -1 | 3 | -2 | 3 | CCOc1cc(C)c(Cl)cc1S(=O)(=O)N(CC)CC
-3 | -1 | 0 | -3 | -36 | -6 | -48 | 3 | -4 | CC1(C)Cc2ccccc2-c2nc(NCCO)n(-c3ccccc3)c(=O)c21
6 | 15 | -2 | -1 | 3 | -9 | 3 | 2 | 2 | Cc1noc(C)c1S(=O)(=O)N1CCC(C(=O)NCCC2=CCCCC2)CC1
3 | 1 | -2 | -1 | -18 | -2 | -10 | -3 | 0 | O=C(COC(=O)c1ccco1)Nc1ccc(Br)cc1
14 | 0 | 9 | 5 | 42 | 3 | 9 | 15 | 7 | COc1cccc(NC(=O)c2ccc(CN3CCN(c4ccccc4)CC3)cc2)c1

Additional entries:
Ec RNAP inh | AP ELISA ortho | Cathepsin G inh | FXIa inh mix | C1s inh | CatB inh | CatL inh | CatS inh | CatB mixtures | structure
-6 | 4 | 3 | 10 | 3 | 0 | -2 | -4 | -2 | CCCC(=O)N=C1SC2CS(=O)(=O)CC2N1c1ccc(C(C)=O)cc1 (centres undefined)
5 | 11 | 7 | 2 | -9 | 0 | -7 | 1 | 2 | O=C(CCN1C(=O)c2ccccc2C1=O)Nc1ccc2c(c1)OCCO2
11 | 5 | 22* | 13 | 14 | 5 | 5 | -2 | 3 | Nc1nncn1C(=O)c1cccs1
-8 | 20 | 0 | 10 | 2 | -2 | -4 | -2 | -6 | C=CCNC(=O)c1ccc(OC)cc1OC
5 | 4 | 11 | -2 | 0 | 4 | 8 | 9 | 0 | Cc1cc(N2CCN(c3cccc(C(F)(F)F)c3)CC2)n2ncnc2n1
7 | -4 | 8 | 10 | -5 | 0 | 2 | 14 | 5 | Cc1ccc(C)c(N2CCN(Cc3nnnn3C3CCCCC3)CC2)c1
. | 16 | 7 | -4 | -28 | . | . | -1 | 1 | C=C(C)C1CC=C(CN2CCC(C(=O)OCC)CC2)CC1 (centres undefined)
3 | 11 | 12 | 7 | 5 | 2 | 3 | -2 | 3 | CCC(=O)N1c2ccc(S(=O)(=O)CCC(=O)Nc3nccs3)cc2CC1C (centres undefined)
3 | 12 | 8 | 8 | 12 | 4 | 6 | 7 | 5 | O=C(Cn1nc(-c2ccc(Cl)cc2)ccc1=O)NCCN1CCOCC1
-2 | 18 | 6 | 7 | 1 | 0 | -10 | -10 | 2 | CCOc1ccc(-c2cc(CCCC(=O)NCc3ccco3)no2)cc1
4 | 14 | 8 | 6 | 15 | 1 | 7 | -30 | 2 | O=C(OCC(=O)N1CCN(c2ccccc2)CC1)c1ccc2ncsc2c1
-5 | -13 | -10 | -2 | -16 | 2 | 13 | -6 | -5 | COc1ccc(C(=O)Nc2cc(Cl)ccc2Cl)c(OC)n1
0 | 26 | 7 | 4 | 12 | 4 | -5 | -9 | 3 | O=C(COc1ccc2ccccc2c1Br)Nc1ncn[nH]1
6 | 14 | 11 | 8 | 13 | 4 | 24 | -1 | -3 | Cc1csc(NC(=O)C2CCCCC2C(=O)O)n1 (centres undefined)
6 | 1 | 12 | 9 | 19 | 2 | . | -2 | 5 | CCSC1=C(C#N)C2(CCCCC2)C(C#N)C(=O)N1 (centres undefined)

The results go on:
Ec RNAP inh | AP ELISA ortho | Cathepsin G inh | FXIa inh mix | C1s inh | CatB inh | CatL inh | CatS inh | CatB mixtures | structure
4 | 10 | 48 | 27 | -9 | 0 | . | 9 | 2 | Cc1cccc(-c2nc(CS(=O)CC(=O)NC3CCCC3)c(C)o2)c1 (centres undefined)
6 | 2 | 8 | 10 | 9 | 6 | 2 | 2 | 4 | Cn1c(C(=O)N2CCCc3ccccc32)cc2c(=O)n3ccccc3nc21
3 | 12 | 0 | 8 | -3 | -1 | -2 | -7 | 6 | CC(CCc1ccccc1)NC(=O)CSc1nnnn1C (centres undefined)
5 | -2 | 4 | 10 | 4 | -1 | -10 | 1 | 9 | O=C(Nc1ccccc1N1CCCCC1)c1ccc2nccnc2c1
4 | 5 | 5 | 12 | -2 | -3 | -8 | -4 | 3 | CCn1c(=O)c2c(nc(SCC(=O)NCC3CCCO3)n2C)n(C)c1=O (centres undefined)
9 | -6 | 2 | 9 | 5 | -2 | 5 | 16 | 5 | CCn1c(COc2ccc(C)cc2)nnc1SCC(=O)Nc1cc(OC)ccc1OC
4 | 8 | 11 | 11 | 16 | 1 | 10 | -2 | 2 | COc1cccc(OC)c1NC(=O)Cc1nn(C)c(=O)c2ccccc12
2 | 18 | -36 | -50 | -90 | 1 | 1 | -44 | -27 | COC(=O)Nc1sc2c(c1C(=O)NCc1ccco1)CCC2
6 | 5 | 6 | 3 | 3 | 7 | 11 | -2 | 1 | C=CCN1C(=O)/C(=N/n2cnnc2)c2ccccc21
5 | -11 | -5 | 8 | -38 | 1 | . | 14 | -2 | Cc1ccc(/C(O)=C2\C(=O)C(=O)N(CCN(C)C)C2c2ccccc2F)cc1 (centres undefined)
1 | 14 | 0 | 2 | 2 | -1 | . | -1 | 5 | C=CCn1c(SCC(N)=O)nnc1-c1cc(Br)ccc1O
-1 | 22 | 0 | -4 | -13 | -2 | -1 | 6 | -7 | COc1ccc(N2C(=O)CSC23C(=O)Nc2ccccc23)cc1OC (centres undefined)
-1 | 13 | -2 | 3 | -15 | -3 | -16 | -7 | 3 | COc1cccc(-n2nnnc2SCC(=O)N2CCCc3ccccc32)c1
10 | 14 | 6 | 6 | 4 | 2 | 5 | 3 | 4 | COc1cccc(-n2nnnc2SCC(=O)Nc2cccc(C)n2)c1
1 | 6 | -23 | -32 | -125 | 6 | -1 | -26 | -17 | Cc1occc1-c1nnc(SCC(=O)c2ccc(F)cc2)n1Cc1ccco1

Continued.
Ec RNAP inh | AP ELISA ortho | Cathepsin G inh | FXIa inh mix | C1s inh | CatB inh | CatL inh | CatS inh | CatB mixtures | structure
5 | 9 | 2 | 9 | -4 | 1 | 13 | 9 | -3 | Cc1noc(/C=C/N(C)C)c1S(=O)(=O)N(C)CC(=O)N1CCc2ccccc21
3 | -2 | -1 | 4 | 1 | -5 | -15 | -5 | 4 | CCn1c(SCc2nc3cc(OC)c(OC)cc3c(=O)[nH]2)nnc1-c1ccncc1
4 | -5 | 14 | -2 | 2 | 2 | 6 | 17 | -6 | FC(F)(F)c1cccc(N2CCN(Cc3ccoc3)CC2)c1
-2 | 1 | 12 | 3 | 5 | 1 | 0 | -1 | -1 | CCn1c2ccccc2c2nn(C)c(=N)nc21
7 | 12 | 2 | 3 | -1 | -3 | 25 | 1 | 2 | CCOC(=O)c1ccc(NC(=O)CCc2nc(-c3ccc(Cl)cc3)no2)cc1
4 | 3 | 7 | -1 | 7 | 0 | -8 | 10 | 4 | COc1cccc2sc(=NC(=O)c3ccc(S(=O)(=O)N4CCOCC4)cc3)n(C)c12
5 | 15 | 7 | 2 | 5 | 3 | -17 | -17 | 3 | CSc1ccccc1NC(=O)c1ccco1
10 | -1 | 11 | 6 | 9 | 1 | . | 1 | 1 | ON1C(c2ccc(Cl)cc2Cl)N(O)[C@H]2CCCC[C@H]21 (some centres undefined)
-4 | 8 | -1 | -1 | -5 | 5 | -9 | -14 | 5 | Cc1nc2ccc(S(=O)(=O)NCC(=O)O)cc2s1
-1 | 25 | 7 | 5 | 10 | 2 | -4 | 2 | 3 | C=C1CC(C)OC(c2ccccc2OCC(O)CN2CCCCC2)C1 (centres undefined)
9 | 16 | 8 | -1 | -1 | 1 | -8 | -2 | 2 | CC(C)(C)c1ccccc1OCCCCCNCCO
12 | 2 | 16 | 12 | 13 | 4 | 8 | -1 | 3 | O=C(COc1ccc(-n2cnnn2)cc1)NC(=O)NCc1ccccc1
5 | 9 | 12 | 9 | 10 | 6 | 14 | -2 | 5 | CN1C(=O)N(C)C2(c3ccccc3)Nn3c(s/c(=C/c4ccco4)c3=O)=NC12c1ccccc1 (centres undefined)
7 | 7 | 9 | 3 | 7 | 2 | 7 | -2 | 5 | O=C(CN1CCOCC1)Nc1ccc(NC(=O)CN2CCOCC2)c(Cl)c1
11 | 0 | 1 | 9 | -60 | 0 | 13 | 16 | -1 | CN(CC(O)COc1ccc(OCC(O)CN(C)C2CCCCC2)cc1)C1CCCCC1 (centres undefined)
5 | 20 | 9 | 4 | 5 | 2 | -5 | -9 | 2 | COc1cc(C(=O)Nc2ccc(NC(=O)C3CC3)nc2)cc(OC)c1OC
2 | 21 | 9 | 0 | 1 | 3 | -1 | -3 | 4 | O=C(CSc1ccc2nnc(-c3ccccn3)n2n1)N1CCOCC1

This is a subset; count on the stated rates, not on these rows.
